# Gal4-VP16 FLuc: inhibits Gal4-VP16 luciferase reporter, ROR gamma counter-screen; Drosophila S2 Gal4-VP16 UAS-luciferase, luminescence, 20 h; Potency, µM (top dose mostly 53.6 µM), for inactives: at the top dose activity, negative = inhibition, actives largely listed as inhibitors; hit rate 3.5% among 310,000; AID 2546;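 further: Gal4-VP16 expression switched on by copper sulfate through the metallothionein promoter; potency means the concentration at half of the fitted maximal effect; on the % scale 0 is the no-effect control and ±100 the full control effect; nearly all actives have a fitted effect of over 50% in size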
# FLuc modulator: firefly luciferase modulation, counter-screen for miR-21 project. AID 588342. Potency, µM (doses to about 57.5 µM), for inactives: at the highest dose activity change, negative = inhibition, hits mostly inhibitors. hit rate 6.9% among 360,000. purified FLuc, Km substrates, luminescence inhibition. P08659;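 further: potency means the concentration at half of the fitted maximal effect; plate controls were vehicle for no effect and reference inhibitor for full effect; nearly all actives have a fitted effect of over 55% in size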
# Target sequence (P08659 whole entry, looked up): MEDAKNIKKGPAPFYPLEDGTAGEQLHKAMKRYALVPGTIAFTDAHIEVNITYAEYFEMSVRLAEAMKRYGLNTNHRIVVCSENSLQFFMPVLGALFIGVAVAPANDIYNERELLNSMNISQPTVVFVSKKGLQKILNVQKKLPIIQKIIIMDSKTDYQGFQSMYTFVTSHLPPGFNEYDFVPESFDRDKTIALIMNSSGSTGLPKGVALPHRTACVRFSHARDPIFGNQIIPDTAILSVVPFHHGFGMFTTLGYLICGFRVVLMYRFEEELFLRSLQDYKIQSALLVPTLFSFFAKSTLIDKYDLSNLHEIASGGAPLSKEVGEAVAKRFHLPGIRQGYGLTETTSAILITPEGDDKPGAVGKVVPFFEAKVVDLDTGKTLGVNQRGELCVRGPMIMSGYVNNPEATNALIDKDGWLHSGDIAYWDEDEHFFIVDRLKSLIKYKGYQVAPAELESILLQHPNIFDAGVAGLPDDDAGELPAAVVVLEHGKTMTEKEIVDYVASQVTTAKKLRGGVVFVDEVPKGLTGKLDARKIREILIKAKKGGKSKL
#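 Purified P. pyralis luciferase, 10 nM final, with Km-level 10 uM D-luciferin and 10 uM ATP in 50 mM Tris acetate pH 7.5, 10 mM Mg acetate, 0.01% Tween-20, 0.05% BSA; 6-point qHTS titration about 60 µM downward; luminescence read.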
# KCNH2 3.1 block: KCNH2 3.1 (human) potassium channel inhibition; hit rate 0.95% among 340,000; activity change, % (tested at about 1.8 µM); U2OS KCNH2 3.1, thallium flux FluxOr; hits give low values;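 active means maximum activity change below -70%; inconclusive means maximum activity change from -70% to -50%; inactive means maximum activity change above -50%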;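 further: thallium influx rate constant from kinetic fluorescence after stimulation buffer; on the % scale 0 is the no-effect control and ±100 the full control effect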
#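 Virally transduced U2OS (3.1 isoform, 4 h infection in dark at RT) → overnight 37 C → FluxOr + Red40 in HBSS/HEPES, 45 min → stimulation buffer, 2 min kinetic read → rate constant vs DMSO controls.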
# uPA generation: inhibitors of cell surface uPA generation; cell surface uPA generation assay, qHTS; Potency, µM (highest dose often 38.3 µM), for inactives: top-dose activity change, negative = inhibition, hits mostly inhibitors; hit rate 0.31% among 330,000; AID 540303; active means well fitted inhibition curve with a large enough effect; inconclusive means small, poorly fitted or top-dose-only effect; inactive means no such curve, though single readings can be large or run the other way; tested in mouse RAW 264.7 cells; further: potency means the concentration at half of the fitted maximal effect; on the % scale 0 is the no-effect control and ±100 the full control effect; nearly all actives have a fitted effect of over 55% in size
# RORgamma inh: blocks mouse ROR gamma transcriptional activity | hit rate 5.4% among 310,000 | Drosophila S2 Gal4-RORgamma UAS-luciferase reporter, 20 h | AID 2551 | Potency, µM (highest dose often 53.6 µM), for inactives: at the top dose activity change, negative = inhibition, hits mostly inhibitors | P51450; further: potency means the concentration at half of the fitted maximal effect; on the % scale 0 is the no-effect control and ±100 the full control effect; nearly all actives have a fitted effect of over 60% in size
# Target sequence (P51450 whole entry, looked up, the tested form may be a part): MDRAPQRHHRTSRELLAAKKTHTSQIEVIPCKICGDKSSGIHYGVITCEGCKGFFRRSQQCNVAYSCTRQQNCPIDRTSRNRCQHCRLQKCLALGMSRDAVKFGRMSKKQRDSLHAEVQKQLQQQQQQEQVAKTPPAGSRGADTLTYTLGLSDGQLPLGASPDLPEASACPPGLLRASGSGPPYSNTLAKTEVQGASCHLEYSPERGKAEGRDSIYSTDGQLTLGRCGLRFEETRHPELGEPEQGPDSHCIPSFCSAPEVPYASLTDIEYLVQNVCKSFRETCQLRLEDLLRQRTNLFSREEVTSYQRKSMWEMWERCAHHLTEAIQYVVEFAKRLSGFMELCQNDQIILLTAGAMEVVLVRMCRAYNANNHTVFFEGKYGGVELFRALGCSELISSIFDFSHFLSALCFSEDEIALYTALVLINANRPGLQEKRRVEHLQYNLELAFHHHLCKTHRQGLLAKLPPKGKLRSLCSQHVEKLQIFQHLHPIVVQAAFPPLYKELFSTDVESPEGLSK
#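 ROR gamma transcriptional activity was tracked as Gal4-UAS luciferase output in stably transfected Drosophila Schneider cells, with compound added 1 hr before 700 uM copper sulfate induction and a 20 hr ambient-temperature incubation.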
# Coupling enz: coupling enzyme interference in Giardia aldolase counter-screen. coupling enzyme system counterscreen, AmpLite Red fluorescence. activity change, negative = inhibition, % at 58.2 µM, hits read low. hit rate 0.67% among 290,000. AID 2472; in the data active means activity change below about -30%; further: on the % scale 0 is the no-effect control and ±100 the full control effect
#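 Final compound at 57.5 uM, incubated 10 min at RT with coupling enzyme reagent (glyceraldehyde-3-phosphate), then 20 min with substrate and AmpLite Red detection. Fluorescence read at 525/598 nm; tests interference with the coupling assay, not aldolase inhibition.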
# Rab9 promoter act: activators of Rab9 promoter. hit rate 2.8% among 320,000. Huh7 Rab9 promoter-luciferase reporter, luminescence, 24 h. Potency, µM (highest dose often 9.22 µM), inactives show at the top dose activation, negative = inhibition, most hits filed as activators; further: potency means the concentration at half of the fitted maximal effect; % of control where 0% means no effect; nearly all actives have a fitted effect of over 60% in size
#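 Luminescence from Amplite-detected luciferase (10 minutes, ambient) reports Rab9 promoter activation. Before that, stable Rab9-luciferase Huh7 cells (1500/well, reduced-serum OP-MEM I plus 10% FBS) were exposed to compound for 24 hours at 37C.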
# Tb PFK block: blocks T. brucei phosphofructokinase. AID 485367. hit rate 0.17% among 330,000. T. brucei PFK, ADP-Glo luminescence. Potency, µM (highest dose often 57.5 µM), without a hit: top-dose activity, negative = inhibition, actives largely listed as inhibitors;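 further: potency means the concentration at half of the fitted maximal effect; 0% = uninhibited 1x PFK enzyme wells and -100% = no-enzyme wells; nearly all actives have a fitted effect of over 60% in size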
#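 PFK 1.25 nM, F6P 0.5 mM, ATP 0.1 mM, 0.1 M TEA pH 8.0, 5 mM MgCl2, 0.01% Tween20, 0.1% BSA; 45 min RT. ADP-Glo readout. qHTS titration up to 57 uM; curves fitted, compounds curve-classed.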
# NPC1 prom act: activators of NPC1 promoter | Huh7 NPC1 promoter luciferase reporter, 24 h | hit rate 2.4% among 320,000 | AID 485313 | Potency, µM (titrated, usually from 9.22 µM), for the others: at the top dose activation, usual class: activators;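 further: potency means the concentration at half of the fitted maximal effect; % of control where 0% means no effect; nearly all actives have a fitted effect of over 60% in size; reporter is driven by a mutant NPC1 promoter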
#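 Compounds in DMSO were transferred onto Huh7 NPC1-luciferase reporter cells pre-incubated 2 h; after 24 h at 37 °C, Amplite reagent was dispensed and luminescence recorded 10 min later.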
# Giardia killer: Giardia lamblia killing | Giardia lamblia trophozoite viability | hit rate 0.15% among 340,000 | activity change, % at 7.66 µM, hits read low; in the data active means activity change below about -80%; inconclusive means between about -30% and that limit;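 further: parasites exposed to compound for two days anaerobically before the ATP read; on the % scale 0 is the no-effect control and ±100 the full control effect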
#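 Trophozoite viability was measured as ATP-dependent luminescence, read 15-30 min after reagent addition. Before that, parasites at 100 cells/well were exposed to compounds for 48 h, anaerobically, at 37 deg C.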
# ELG1 genotox: induces genotoxicity in HEK293T cells with luciferase-tagged ELG1; HEK293T ELG1-luciferase reporter, luminescence, 16 h; Potency, µM (top dose mostly 46 µM), for the others: at the top dose activity change, positive = activation, most hits filed as activators; hit rate 1.3% among 330,000; further: potency means the concentration at half of the fitted maximal effect; % of control where 0% means no effect; nearly all actives have a fitted effect of over 60% in size
#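 Quantitative HTS format in 1536-well plates. HEK293T ELG1-luciferase reporter cells receive test compound and are incubated 16 hr at 37 °C, 5% CO2; ONE-Glo added, 30 min room temperature, then luminescence read.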
# The depositor's hits bear a star; ? = inconclusive; . = not tested or not shown; [ ] = dose if it differs, or a comment. Unless noted, the call rests on the fitted dose curve; in most records, active means well fitted curve in the direction sought with a large enough effect; inconclusive means small, poorly fitted or top-dose-only effect, or another doubt; inactive means no such curve, though single readings can be large; an effect the other way counts as inactive or inconclusive. This is a random part of the collection; about 14% have a hit in one of these screens.
SMILES,Gal4-VP16 FLuc,FLuc modulator,KCNH2 3.1 block,uPA generation,RORgamma inh,Coupling enz,Rab9 promoter act,Tb PFK block,NPC1 prom act,Giardia killer,ELG1 genotox
COc1ccc(Oc2cnn(-c3ccccc3)c(=O)c2Br)cc1,-20.9%,-7.6%,-19.2,1.1%,?,2.7,7.9%,-3.1%,-1.5%,?,5.0%
CCCn1c(=O)n(CC(=O)NCC2CCCO2)c(=O)c2c3c(sc21)COC(C)(C)C3 (stereo not given),-6.4%,1.1%,-20.4,10.8%,-0.3%,.,-3.0%,0.2%,-2.9%,-7.9,3.2%
COc1ccc(CNC(=O)CSC(=S)N2CCCC2)cc1,.,2.4%,-13.0,-3.4%,.,.,-0.5%,-0.6%,-0.7%,5.4,8.2%
O=C1NC2(CCCCCC2)N=C1c1ccc(F)cc1,-8.9%,3.0%,-24.4,-2.8%,34.3%,2.5,0.5%,4.0%,-1.4%,7.0,0.9%
CC(=O)N1CCN(S(=O)(=O)c2ccc3c(c2)OCCO3)CC1,.,-0.1%,17.0,14.1%,.,.,-2.7%,-1.6%,-5.3%,-28.6,2.4%
CC1CCCCN1C(=O)COC(=O)CNC(=O)c1ccc(Cl)cc1Cl (stereo not given),.,?,-17.3,0.1%,.,.,2.0%,2.0%,3.3%,5.1,0.2%
Cc1ccc(S(=O)(=O)N2CCN(C(=O)Cn3c(=O)cnc4ccccc43)CC2)c(C)c1,.,.,1.9,-9.1%,.,.,.,7.9%,.,-21.2,-6.8%
CC(C)(C)CN1CCNC(=O)C1CC(=O)NCCN1CCCc2ccccc21 (stereo not given),-11.6%,-1.0%,?,-0.3%,15.1%,-6.9,1.5%,0.9%,3.8%,-19.6,-0.3%
C#CCOc1ccc(Br)cc1/C=N/O,4.6%,-4.7%,30.0,-3.1%,-13.9%,3.8,-1.6%,-3.1%,0.2%,0.9,0.2%
CC1CCN(C(=O)COC(=O)c2ccc(N3CCCC3=O)cc2)CC1,.,-1.7%,0.4,-1.3%,.,.,0.0%,-0.9%,-1.8%,-1.8,-0.5%
COc1ccc(OCC(=O)NNC(=O)C2CCC2)cc1,.,.,10.3,-2.8%,.,.,.,-1.1%,.,-15.2,0.2%
O=C(c1cc(COc2cccc3cnccc23)on1)N1CCCC(CCCO)C1 (stereo not given),2.82µM*,1.2%,1.6,-21.5%,?,-0.1,-29.1%,2.9%,-31.2%[inhibitor],6.3,-7.2%
Cc1ccc(C)c(OCC(=O)O/N=C(\N)c2cccnc2)c1,1.8%,-17.7%,-9.6,2.7%,30.1%,1.5,11.4%,-2.3%,-1.0%,-15.1,4.2%
Cc1ccc(NC(=S)N2CCN(C(=O)c3ccccc3)CC2)c(C)c1,-15.6%,0.0%,15.9,-21.1%,10.9%,2.2,1.0%,-4.2%,-0.2%,3.4,-1.0%
CC(NC(=O)COC(=O)c1ccc2c(c1)OCCO2)c1ccccc1 (stereo not given),.,.,-6.0,-1.3%,.,.,.,-11.1%,.,-6.5,1.1%
O=C(O)c1cccc(Nc2nc3ccccc3nc2NS(=O)(=O)c2ccccc2)c1,.,.,14.3,-0.2%,.,.,.,21.9%,.,-1.1,0.6%
CCc1cc2c(=O)c(Oc3ccccc3F)c(C)oc2c(CN(C)C)c1O,13.2%,0.7%,0.1,2.2%,-7.9%,-0.3,-0.2%,1.9%,0.3%,5.1,-0.4%
COc1cc2c(cc1OC)CN(c1ccc3ccccc3n1)CC2,?,?,0.4,-1.8%,?,0.4,18.4%,-18.7%,16.0%,-19.9,?
CC(C)N1C(=O)C2(OCCCO2)c2cc(Br)ccc21,-4.8%,-5.3%,-3.3,-4.7%,18.7%,-3.9,-0.1%,1.4%,-11.8%,38.0[activator],-0.1%
COc1ccc(CN2CC(C(=O)NCCCN3CCOCC3)CC2=O)cc1 (stereo not given),-5.6%,1.1%,-35.5,7.5%,-3.4%,0.6,-1.4%,4.8%,-1.3%,-14.2,0.1%
Nc1nonc1OCCOCCOCCOc1nonc1N,0.5%,-0.2%,10.1,.,-7.8%,0.0,-8.6%,-0.3%,0.3%,-4.1,-0.5%
COc1cccc(/C=C2\CCC(C3CCCC3)C2=O)c1OC (stereo not given),-4.5%,1.07µM*,-15.4,-6.0%,-19.4%,0.3,3.98µM*,0.4%,2.82µM*,-4.5,?
O=C(Nc1ccc(/C=C/c2nc3ccccc3o2)cc1)c1cccc(C(F)(F)F)c1,-15.5%,?,1.7,3.8%,?,-1.0,?,0.1%,28.3%,-2.5,?
COc1ccc(CCNC(=O)CSc2nnc3ccc(-c4ccccn4)nn23)cc1OC,.,4.5%,-37.0,-1.0%,.,.,0.2%,-10.3%,0.9%,-5.8,-3.6%
Cc1[nH]c2ccccc2c1C(c1ccccn1)c1c(C)[nH]c2ccccc12,8.9%,0.8%,-15.6,5.3%,5.1%,-71.2*,6.5%,-29.7%,1.2%,5.5,-9.4%
CCOC(=O)CSc1nnc(CNC(=O)c2ccc(S(=O)(=O)N3CCOCC3)cc2)n1C,0.9%,-1.2%,-3.3,-3.3%,-18.1%,-0.9,-2.5%,0.2%,0.0%,24.5,2.8%
O=c1c2nnn(Cc3ccc(Cl)cc3)c2ncn1Cc1ccc(F)cc1,-11.9%,6.3%,-20.0,-5.2%,-2.9%,4.3,-1.5%,-0.2%,-0.4%,-5.8,-6.8%
CCOC(=O)c1c(C)nc2c(c1-c1ccccc1)C(=O)CC(C)(C)C2,-5.2%,0.0%,-0.9,-0.1%,-9.4%,0.6,-3.7%,0.4%,-0.8%,-7.1,-0.5%
COc1ccc(-c2c(C)cc3oc(=O)cc(-c4ccccc4)c3c2C)cc1OC,2.4%,.,-3.7,?,?,5.9,.,-1.7%,.,4.1,2.5%
OC(c1ccccn1)C1CCN(Cc2nc(C(c3ccccc3)c3ccccc3)no2)CC1 (stereo not given),4.5%,0.4%,-7.4,-14.7%,17.7%,4.6,-13.2%,-2.5%,-0.9%,9.6,-3.9%
COc1cc(/C=C/c2cc(C(=O)O)c3ccccc3n2)cc(OC)c1O,?,9.53µM*,9.4,-4.8%,-39.2%,-0.8,-8.6%,-1.3%,-0.2%,12.3,-0.1%
COc1ccc(-c2cc3nc(-c4ccccc4)cc(N4CCCC(O)C4)n3n2)cc1 (stereo not given),-24.2%,-5.9%,-6.5,34.1%[activator],3.6%,-0.1,-4.1%,-1.4%,0.0%,-15.0,-6.9%
COc1ccc(C(C)=O)cc1COc1ccc(Cl)c(C)c1,9.5%,-0.3%,2.3,5.4%,15.1%,-3.4,-1.8%,-2.0%,-8.0%,-8.1,-0.3%
O=C(NC1CC1)c1ccc2c(Cl)c3c(nc2c1)CCCC3,?,13.5µM*,7.6,?,?,0.8,-5.3%,-0.4%,0.1%,-8.3,0.0%
CC1CCN(C(=O)COC(=O)c2ccc(Br)o2)CC1,3.6%,23.9µM*,-7.4,.,-15.6%,0.9,3.5%,-1.9%,3.5%,22.1,?
COC(=O)CCSCC(=O)Nc1cc(C)on1,-0.3%,2.6%,23.7,.,-28.9%,2.7,0.6%,3.9%,-0.4%,23.2,-0.7%
Fc1ccc(COc2ccccc2CNc2nn[nH]n2)cc1,6.7%,-17.0%,.,0.1%,-35.6%,1.1,-3.3%,1.7%,-1.9%,-3.1,0.5%
O=C(Cc1ncc(C(F)(F)F)cc1Cl)N1CCN(c2ccccn2)CC1,-6.5%,-0.8%,8.1,-7.8%,1.2%,-1.5,-0.6%,-0.5%,-1.4%,-7.9,0.2%
Cc1ccccc1N1C(=O)C2ON(c3ccccc3)C(c3ccco3)C2C1=O (stereo not given),-10.4%,-2.8%,-7.2,7.7%,-1.6%,5.0,0.3%,-1.7%,1.2%,-15.1,0.3%
Cc1ccc(-n2ncc3c(=O)n(Cc4cccnc4)cnc32)cc1,-0.4%,-22.8%,-4.4,-2.7%,?,0.8,8.6%,-4.1%,-0.3%,4.8,-1.6%
Nc1ncccc1C(=O)OCC(=O)N1CCN(S(=O)(=O)c2ccc(Cl)cc2)CC1,.,7.6%,-43.7,15.3%,.,.,-6.2%,-1.7%,-3.8%,8.8,-13.3%
Cc1cccn2c(=O)nc(SCC(=O)N3N=C(c4cccs4)CC3c3ccc(F)cc3)nc12 (stereo not given),.,0.8%,?,-6.9%,.,.,0.4%,-2.0%,-6.0%,3.6,-2.4%
O=C(Nc1ccccc1N1CCOCC1)c1ccc([N+](=O)[O-])s1,.,.,18.7,-5.9%,.,.,.,3.7%,.,-89.4*,-4.3%
O=C(c1ccc2c(=O)n(-c3ccccc3)c(=S)[nH]c2c1)N1CCCCC1,3.16µM*,-1.2%,11.3,-5.7%,8.91µM*,0.7,-24.4%,-1.9%,-26.2%,15.6,-5.2%
CSc1ccccc1NC(=O)CN(C)C(C)C(=O)NCc1ccc2c(c1)OCO2 (stereo not given),.,.,-7.9,6.4%,.,.,.,-5.4%,.,-3.5,-1.1%

# Compound activity from PubChem.
